SENP8 inh: blocks human SENP8 cleavage of Nedd8 substrate; recombinant SENP8, Nedd8 substrate fluorescence; AID 602440; hit rate 0.64% among 360,000; Q96LD8; inhibition, % at 20 µM; in the data active = inhibition mostly above about 40%, no sharp cut-off; inactive = mostly below about 27%
Target sequence (Q96LD8 whole entry, looked up): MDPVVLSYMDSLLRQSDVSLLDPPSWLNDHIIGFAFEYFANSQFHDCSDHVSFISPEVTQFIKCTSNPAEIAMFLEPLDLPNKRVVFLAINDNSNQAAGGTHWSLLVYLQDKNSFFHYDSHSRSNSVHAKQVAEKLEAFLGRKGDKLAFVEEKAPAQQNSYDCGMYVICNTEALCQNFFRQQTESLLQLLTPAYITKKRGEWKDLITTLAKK
hIAP activ: human IAP activation; P09923; purified human IAP, CDP-Star luminescence, 30 min; stronger effect = higher value; 1 = vehicle-only enzyme, 0 = enzyme-free background; activation factor at 10 µM; hit rate 0.16% among 330,000; AID 2524;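 active = activation factor of the enzyme at least 2-fold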; also: the source names both 10 and 20 µM as test concentration; values of inactives mirror those of a sister screen read the other way
GRIN3A LBD mod: modulators (binders) of human NR3A ligand-binding domain | Tm shift relative to glycine control, % at 25 µM | AID 1259313 | hit rate 2.5% among 340,000 | NR3A LBD differential scanning fluorimetry, Tm shift; 0% = protein alone, 100% = glycine-bound protein;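 active = melting temperature shift of at least 10% of the positive control shift, at one fixed dose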
PfGluPho inh: PfG6PD (Plasmodium falciparum) enzyme inhibition; PfGluPho enzyme, NADPH resazurin-diaphorase fluorescence; inhibition, % at 20 µM; hit rate 0.78% among 350,000; AID 504690;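 active = inhibition reaching at least a set limit at 20 µM in the primary screen, cut at about 59% in these data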;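 also: 0% = DMSO wells with substrate and 100% = DMSO wells lacking glucose-6-phosphate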
ATG4B inh: ATG4B (human) cysteine protease inhibition; ATG4B cleavage of LC3-PLA2, NBD-HPC fluorescence, 1 h; hit rate 0.51% among 340,000; AID 504462; Q9Y4P1; inhibition, % at 8.33 µM; in the data active = inhibition above about 40%
Target sequence (Q9Y4P1 whole entry, looked up): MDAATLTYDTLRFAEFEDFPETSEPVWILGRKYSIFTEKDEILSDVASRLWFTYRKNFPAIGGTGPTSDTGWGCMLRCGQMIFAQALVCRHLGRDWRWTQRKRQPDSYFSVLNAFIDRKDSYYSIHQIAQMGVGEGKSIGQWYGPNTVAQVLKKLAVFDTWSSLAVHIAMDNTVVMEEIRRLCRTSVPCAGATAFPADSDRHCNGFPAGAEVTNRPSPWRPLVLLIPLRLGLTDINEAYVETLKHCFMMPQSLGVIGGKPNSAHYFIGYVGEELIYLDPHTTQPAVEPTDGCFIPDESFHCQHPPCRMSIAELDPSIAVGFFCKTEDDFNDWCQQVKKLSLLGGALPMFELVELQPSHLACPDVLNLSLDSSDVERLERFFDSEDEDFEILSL
SENP6 block: SENP6 protease inhibition. Q9GZR1. Recombinant SENP6 catalytic domain, aminoluciferin luminescence. inhibition, % at 10 µM. hit rate 1.8% among 330,000;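 active = inhibition above about 50% at the single tested dose, limit read from the data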;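 also: plate controls were DMSO wells with enzyme for no effect and DMSO wells lacking enzyme for full effect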
MPTP inh: permeability transition pore inhibition; inhibition, % at 10 µM; isolated mouse mitochondria, Ca2+ swelling absorbance, 30 min; hit rate 1.4% among 360,000; AID 602449;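 active = inhibition of 50% or more, scaled per plate between neutral and stimulator controls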;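 also: 0% = DMSO wells given calcium and 100% = 1 mM EGTA wells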
SENP1 FRET inh: blocks the human SENP1 SUMO protease catalytic domain. Q9P0U3. inhibition, % at 10 µM. recombinant SENP1 catalytic domain, CyPet-SUMO1-YPet FRET cleavage. hit rate 0.21% among 360,000;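 active = inhibition at least 30% at 10 µM, raw YFP signal under a set limit, fluorescence ratio 0.5 to 1.5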;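 also: 0% = enzyme with DMSO and 100% = no enzyme wells; some results filed as inactive read as strong as hits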
Target sequence (Q9P0U3 419-644 limits assumed): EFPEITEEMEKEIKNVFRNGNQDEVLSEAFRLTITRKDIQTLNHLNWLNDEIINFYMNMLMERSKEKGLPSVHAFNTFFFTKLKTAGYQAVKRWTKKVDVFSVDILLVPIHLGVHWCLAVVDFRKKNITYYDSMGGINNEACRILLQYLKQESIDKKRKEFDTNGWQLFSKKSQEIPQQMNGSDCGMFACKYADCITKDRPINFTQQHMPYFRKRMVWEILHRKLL
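material = recombinant human SENP1 catalytic domain, His6-tagged | quantity = 20 pM enzyme | reagent = 25 nM SUMO1 FRET substrate | compound dosing = 10 µM single point, 0.5% DMSO | timing = 50 min enzyme reaction, room temperature, light-protected | detection = FRET, CFP and YFP emission | control set = no-enzyme low, enzyme-DMSO high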
Numbers without * were called inactive; . = no result given.

1	CCOC(=O)C1=CN(Cc2cccc(F)c2)S(=O)(=O)NC1c1cccc(OC)c1 (configuration not stated)
2	CCOC(=O)CN1C(=O)S/C(=C\c2ccc3c(c2)OCO3)C1=O
3	Cc1ccc(OCC(=O)N2c3ccccc3CC2C)c([N+](=O)[O-])n1 (configuration not stated)
4	COc1ccc(C(=O)Oc2cccnc2)cc1OC
5	CCOc1ccc(NC(=O)CSc2nccn2C)cc1
6	Cc1ccc(-n2ncc3c(NNC(=O)Cc4ccccc4)ncnc32)cc1
7	COc1ccc(NC(=O)Cc2ccc(Cl)c(Cl)c2)cn1
8	O=c1cc(CO)occ1OCc1cccc(C(F)(F)F)c1
assay / entry,1,2,3,4,5,6,7,8
SENP8 inh,19.7,-42.0,-2.8,11.3,-3.3,4.7,16.2,-2.0
hIAP activ,.,1,1.06,0.836,1.11,2.21*,1.02,0.916
GRIN3A LBD mod,0.8,0.3,0.2,2.1,-4.6,-2.6,-0.9,2.5
PfGluPho inh,-3.0,9.0,-14.1,8.6,8.1,-5.4,-10.4,0.5
ATG4B inh,-0.6,-0.5,-8.3,-9.2,-6.5,-12.6,-0.8,-2.5
SENP6 block,.,40.0,3.7,-15.8,-5.7,1.5,-9.6,2.9
MPTP inh,-0.6,-0.5,-0.9,-0.3,0.5,-1.0,-2.4,0.2
SENP1 FRET inh,1.8,-3.0,0.1,1.5,0.2,2.1,0.4,1.8

9	CCOc1ccc(-c2noc(COC)n2)cc1OC
10	COc1ccc(CNc2oc(COc3ccccc3Cl)nc2C#N)cc1
11	Cc1nc(NCc2ccccc2)[nH]c(=O)c1CCC(C)C
12	C=C(C)Cn1c(-c2ccccc2)nc2ccccc21
13	Cn1cc(/C=C/C(=O)N2CCCC(C(=O)c3ccc(C(F)(F)F)cc3)C2)cn1 (configuration not stated)
14	COc1ccc(NC2=NCC(=O)N2c2ccccc2F)c(OC)c1
15	COc1ccc(C(CC(=O)N2CCOCC2)C(C)C)cc1 (configuration not stated)
16	COc1ccc(C(=O)/C=C/c2ccccc2F)c(OC(=O)c2ccc([N+](=O)[O-])cc2)c1
assay / entry,9,10,11,12,13,14,15,16
SENP8 inh,14.9,5.1,14.0,25.7,8.5,15.4,32.7,25.0
hIAP activ,0.872,0.846,0.89,0.871,1.1,1.04,1.2,0.928
GRIN3A LBD mod,-1.4,-12.1,0.6,-3.6,1.3,-2.1,-0.7,0.2
PfGluPho inh,-8.9,-2.6,13.6,-24.1,7.5,-5.1,-12.9,28.6
ATG4B inh,-7.7,18.9,18.6,28.3,-3.9,0.0,-2.8,-6.1
SENP6 block,2.4,15.9,-9.1,-11.0,-12.3,5.2,-19.7,60.4*
MPTP inh,-0.9,8.2,-0.6,0.6,2.8,0.0,1.3,0.0
SENP1 FRET inh,-1.8,-0.7,2.5,1.6,0.4,0.2,0.8,3.5

17	O=C(CN(Cc1ccco1)C(=O)CNS(=O)(=O)c1ccccc1)NCc1ccccc1
18	CC1CCN(S(=O)(=O)c2ccc3[nH]cc(C(=O)NCCN4CCOCC4)c(=O)c3c2)CC1
19	CC1CCN(S(=O)(=O)c2ccc(NC(=O)C3CCCCC3C(=O)O)cc2)CC1 (configuration not stated)
20	COc1ccc(-c2csc(NC(=O)c3cc(C)oc3C)n2)cc1OC
21	COCCOCCOCCC(=O)NC1CC2CCC1(C)C2(C)C (configuration not stated)
22	COc1cccc(COc2nc3c(c(=O)n(C)c(=O)n3C)n2C)c1
23	COc1ccc(-c2coc3cc4oc(=O)c(CC(=O)O)c(C)c4cc23)cc1
24	FC(F)(F)c1cccc(CN2CCN(c3ncccn3)CC2)c1
assay / entry,17,18,19,20,21,22,23,24
SENP8 inh,18.4,-54.2,-19.7,-17.8,18.1,10.0,-48.5,-4.7
hIAP activ,1.07,1.03,.,1.07,0.838,1.04,0.993,0.965
GRIN3A LBD mod,3.9,0.1,11.0*,-3.0,-1.0,-1.3,0.0,-0.1
PfGluPho inh,5.4,-12.1,-17.4,24.2,3.4,-0.9,-26.2,-11.0
ATG4B inh,-9.0,-5.8,7.5,0.9,0.8,0.2,9.3,2.2
SENP6 block,3.7,-11.0,.,-2.6,-14.2,-11.9,3.2,-9.7
MPTP inh,-1.0,-1.3,-0.9,-0.4,-0.1,4.6,-0.8,1.9
SENP1 FRET inh,-0.6,1.0,-0.8,-16.9,0.8,2.9,-17.5,2.3

25	CCOC(=O)c1c(C)oc2ccc(OCC(=O)N(CC)CC)cc12
26	CC1(c2nnc(-c3cccc(Cl)c3)o2)CC(c2cccnc2)=NO1 (configuration not stated)
27	CCN(C(=O)c1ccc2c(c1)OCO2)C12CC3CC(CC(C3)C1)C2
28	COc1ccc(-c2cc(C(=O)Nc3cc(C)on3)c3ccccc3n2)c(OC)c1
29	O=C(Nc1ccc2c(c1)CCC2)c1ccc(Br)s1
30	CCOC(=O)N1CCN(C(=O)/C(=C/c2ccccc2OC)NC(=O)c2ccccc2)CC1
31	OC1CCCN(C(=S)Nc2ccc(SC(F)F)cc2)C1 (configuration not stated)
32	CC1CCN(C(=O)CN(Cc2ccc(Cl)cc2)S(C)(=O)=O)CC1
assay / entry,25,26,27,28,29,30,31,32
SENP8 inh,5.9,-0.3,2.6,-414.2,-1.5,23.0,30.3,21.7
hIAP activ,1.17,1.09,0.935,1.2,1.06,1.11,0.99,0.699
GRIN3A LBD mod,-1.2,-1.7,-0.2,-2.5,14.5*,3.2,2.0,-3.0
PfGluPho inh,-6.9,-1.8,-2.2,14.2,43.7,-8.3,13.2,-3.6
ATG4B inh,-9.0,-2.9,7.4,-11.2,14.4,-7.3,-0.2,2.8
SENP6 block,7.6,-11.3,2.0,-4.8,33.2,-19.3,-10.3,-6.5
MPTP inh,0.0,-0.1,0.5,-0.5,11.9,-1.2,18.3,-1.6
SENP1 FRET inh,0.4,3.0,0.9,-6.3,-0.4,0.4,0.5,-0.3

33	CCN(CC)S(=O)(=O)c1cc(NC(=O)c2n[nH]c(=O)c3ccccc23)ccc1C
34	Brc1ccc(-c2ncc(-c3ccccc3)cn2)cc1
35	C[C@H](CO)N1C[C@H](C)[C@H](CN(C)C(=O)Nc2cccc3ccccc23)Oc2c(NC(=O)c3ccc(-c4nccs4)cc3)cccc2C1=O
36	O=C(CN1CCCc2ccccc21)NCCc1ccc(F)cc1
37	CCOC(=O)Nc1ccc(Oc2ccccc2)cc1
38	Cc1ccccc1Nc1nc(N)nc(CSc2ccc(F)cc2)n1
39	CC(C)N(Cc1nc(-c2ccccc2)no1)C(=O)c1ccc(Br)o1
40	O=S(=O)(NCCOCCNS(=O)(=O)c1ccccc1)c1ccccc1
assay / entry,33,34,35,36,37,38,39,40
SENP8 inh,3.9,17.8,-114.8,11.2,7.8,-1.6,23.9,29.1
hIAP activ,1.03,1.09,0.978,1.13,1,0.985,1.03,1.05
GRIN3A LBD mod,-1.0,1.0,1.9,-6.1,1.6,4.8,0.1,0.0
PfGluPho inh,8.6,-9.9,4.7,3.0,-6.6,10.5,-10.9,4.6
ATG4B inh,-7.2,-6.5,-19.6,4.9,-0.6,-5.5,4.6,-4.4
SENP6 block,-6.4,6.8,-4.9,4.0,11.6,-6.5,-8.3,4.9
MPTP inh,0.2,10.2,-0.7,-0.1,7.5,-2.7,-0.9,-0.6
SENP1 FRET inh,2.2,4.5,-0.3,-5.1,0.8,0.4,1.4,0.0

41	COc1ccc(NC(=O)CNCCC2=CCCCC2)cc1
42	Cc1cccc(N/C=C/C(=O)c2ccc(Cl)cc2)c1
43	O=C1C[C@H](c2ccc(O)cc2)Oc2cc(O[C@@H]3O[C@H](CO)[C@@H](O)[C@H](O)[C@H]3O)cc(O[C@@H]3O[C@H](CO)[C@@H](O)[C@H](O)[C@H]3O)c21
44	COc1ccc(CCNC(=O)CCCC(=O)n2nc(C)c3ccccc32)cc1OC
45	Oc1ccc(Br)cc1/C=N/n1c(COc2ccccc2)n[nH]c1=S
46	COc1ccc(/C=N/NC(=O)c2ccc(OC)c(OC)c2)cc1COc1c(F)c(F)c(F)c(F)c1F
47	FC(F)(F)c1nc2nc(Cl)c(Cl)nc2n1CCCN1CCOCC1
48	COc1ccccc1NC(=O)CSc1nnc(Cn2nnc(-c3ccccc3)n2)n1-c1ccccc1
assay / entry,41,42,43,44,45,46,47,48
SENP8 inh,12.9,-146.5,4.5,20.0,6.7,-10.9,-180.2,15.6
hIAP activ,0.952,1.01,0.902,1.07,1.19,1.08,.,1.24
GRIN3A LBD mod,-0.7,-1.1,-2.1,-0.1,10.3*,12.0*,.,4.2
PfGluPho inh,-4.0,2.0,-5.4,-4.2,11.6,15.3,-12.0,7.3
ATG4B inh,1.0,11.1,4.0,-5.8,23.2,-14.8,.,-10.0
SENP6 block,-14.1,73.0*,-17.3,2.4,-24.3,5.1,.,11.3
MPTP inh,2.4,-0.4,-0.5,-0.7,0.9,-2.0,-1.8,1.6
SENP1 FRET inh,-1.4,-88.1,-5.7,-2.1,-25.0,3.8,-5.4,-2.1

Arranged by molecular weight (lowest first): some entries from above
45	Oc1ccc(Br)cc1/C=N/n1c(COc2ccccc2)n[nH]c1=S
48	COc1ccccc1NC(=O)CSc1nnc(Cn2nnc(-c3ccccc3)n2)n1-c1ccccc1
46	COc1ccc(/C=N/NC(=O)c2ccc(OC)c(OC)c2)cc1COc1c(F)c(F)c(F)c(F)c1F
assay / entry,45,48,46
SENP8 inh,6.7,15.6,-10.9
hIAP activ,1.19,1.24,1.08
GRIN3A LBD mod,10.3*,4.2,12.0*
PfGluPho inh,11.6,7.3,15.3
ATG4B inh,23.2,-10.0,-14.8
SENP6 block,-24.3,11.3,5.1
MPTP inh,0.9,1.6,-2.0
SENP1 FRET inh,-25.0,-2.1,3.8

The results go on:
49	Cc1coc2c(C)c3oc(=O)c(CCC(=O)N4CCC(C(=O)NCCCC(=O)O)(c5ccccc5)CC4)c(C)c3cc12
50	CCN(CC(=O)Nc1ccccc1C(F)(F)F)C(=O)/C=C/c1ccc(Cl)c([N+](=O)[O-])c1
51	O=C(COc1ccc2ccccc2c1)Nc1nnc(-c2ccco2)s1
52	CCCCc1ccc(NC(=O)CSc2nc(=O)n(CCCN3CCOCC3)c3c2CCC3)cc1
53	Cc1cc(C)n(C(CC(=O)N2CCc3ccccc3C2)C(=O)O)n1 (configuration not stated)
54	CCOc1ncccc1C(=O)OCC(=O)N1CCN(S(=O)(=O)c2ccc(Cl)cc2)CC1
55	Cc1ccc2c(Cl)cc(Cl)c(OCC(=O)NCCc3ccccn3)c2n1
56	Cc1cc(CNC(=O)C(C)n2nc(C)c([N+](=O)[O-])c2C)c2ccccc2n1 (configuration not stated)
assay / entry,49,50,51,52,53,54,55,56
SENP8 inh,-324.6,9.4,.,1.9,43.7*,10.9,-4.0,12.4
hIAP activ,1.07,0.852,0.818,1.1,0.937,0.904,1.12,1.13
GRIN3A LBD mod,0.9,-0.5,5.0,-2.1,-1.3,-1.6,-1.7,0.4
PfGluPho inh,0.2,-4.6,-16.6,-5.9,1.7,-5.7,-9.4,-6.8
ATG4B inh,-1.8,-5.4,-0.7,-7.7,0.2,-15.6,-9.4,2.5
SENP6 block,1.2,-20.2,1.4,-8.0,-8.9,-0.9,-22.5,-22.0
MPTP inh,-1.4,-0.7,.,1.1,-0.5,0.9,-0.8,-0.3
SENP1 FRET inh,-35.3,1.3,.,3.0,-4.6,1.6,1.1,0.4

57	O=C(Oc1ccc2c3c(c(=O)oc2c1)CCCC3)c1cccs1
58	CCN(CC)CCCN1C=C2C(=O)C(C)(OC(=O)C3CCCC3)C(=O)C=C2C=C1c1ccsc1 (configuration not stated)
59	O=C(/C=C1\NC2(CCCC2)Cc2ccccc21)C(=O)N/N=C/c1ccccc1O
60	C#CCOC(=O)Nc1ccc(OCC(F)(F)F)nc1
assay / entry,57,58,59,60
SENP8 inh,-391.5,10.6,9.3,9.0
hIAP activ,1.12,1.19,1.31,0.913
GRIN3A LBD mod,4.3,-2.2,-6.0,9.6
PfGluPho inh,4.1,32.0,-33.7,14.9
ATG4B inh,10.9,-9.8,44.4*,-3.1
SENP6 block,-14.6,25.1,-5.6,5.9
MPTP inh,3.7,-0.5,5.9,0.5
SENP1 FRET inh,-145.7,-34.6,-7.2,0.3

Screening data from PubChem BioAssay.
